UTI89 phage lysis – inhibition of K1F phage lysis, E. coli UTI89, bacterial capsule biogenesis inhibitors, alamar blue (AID 488966); actives 0.02% (n = 340,000); E. coli UTI89 K1F phage lysis, alamar blue, 2 h; higher % means a stronger effect; inhibition, % at 100 µM, or IC50 in µM where a hit was titrated;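 active = phage lysis inhibition, versus mean bacterial control, above a set limit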;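 also: capsule biogenesis inhibitors block K1F phage lysis so surviving cells raise fluorescence; higher fluorescence means more inhibition of phage lysis; actives were called in the ten point dose series up to 300 µM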
Myeloid diff MLP – promotes myeloid progenitor differentiation; ER-HoxA9 myeloid progenitors, lysozyme-GFP differentiation, flow cytometry; actives 1% (n = 360,000); calls only at 10 µM;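 active = normalized GFP-positive differentiation at or above the plate's own cutoff, the solvent-only control mean plus 3 SD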;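 also: cells exposed to compound for four days before flow analysis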
RSV CPE inhibition – inhibition of RSV-induced cytopathic effect – HEp-2 cells, primary 10 µM value included (AID 2391) | CPE inhibition, % at 10 µM; hits with a dose series show IC50 in µM | HEp-2 cells, RSV-induced CPE inhibition; higher % means a stronger effect | actives 0.13% (n = 310,000); in the data active = a potency from the dose series; also: strong numbers were not always called active
NTR1 agonist – NTR1-driven beta-arrestin-GFP spot formation – imaging, U2OS cells, high content, primary screen (AID 493036) | activation, % at 20 µM | actives 0.17% (n = 330,000) | agonist mode | P30989;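 active = activation at or above 40% of the spot to cytoplasm intensity ratio, with at least 20 cells analyzed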;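 also: 0% = DMSO without peptide and 100% = 100 nM NTR1 peptide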
Target sequence (P30989 whole entry, looked up): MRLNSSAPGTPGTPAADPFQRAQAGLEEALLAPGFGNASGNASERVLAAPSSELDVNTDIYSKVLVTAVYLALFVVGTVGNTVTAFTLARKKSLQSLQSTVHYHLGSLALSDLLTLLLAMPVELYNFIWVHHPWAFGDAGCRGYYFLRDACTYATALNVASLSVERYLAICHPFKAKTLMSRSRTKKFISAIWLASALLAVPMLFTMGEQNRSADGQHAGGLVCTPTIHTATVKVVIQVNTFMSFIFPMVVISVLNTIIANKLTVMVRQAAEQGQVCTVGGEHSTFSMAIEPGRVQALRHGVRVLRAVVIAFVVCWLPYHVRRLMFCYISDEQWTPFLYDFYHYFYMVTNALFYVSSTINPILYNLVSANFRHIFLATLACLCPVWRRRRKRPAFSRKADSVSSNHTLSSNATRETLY
TNAP activators – human TNAP enzyme activators, primary screen, biochemical, luminescent, no phosphate acceptor, uHTS (AID 1001); actives 0.03% (n = 200,000); purified TNAP, luminescent activation assay, no phosphate acceptor; higher activation fold means a stronger effect; one-dose activation fold at 20 µM; EC50 in µM for titrated hits; in the data active = activation fold from about 3, or a potency from the dose series; inactive = the rest, 99 in 100 with activation fold below about 1.6; also: many of its hits are not listed in these tables
MgcRacGAP inhibition – MgcRacGAP GTPase-activating activity inhibitors, confirmation, biochemical, ADP Hunter fluorescence; MgcRacGAP-stimulated Rac1 GTP hydrolysis, ADP Hunter fluorescence; higher % means a stronger effect; GST-tagged Rac1 F28L mutant substrate; one-dose inhibition, % at 30 µM; IC50 in µM for titrated hits; actives 0.6% (n = 340,000); AID 624330;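 active = first-screen hits whose inhibition reached a set limit at any dose in the follow-up dose series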;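 also: fluorescence reports GDP produced by GAP-driven GTP hydrolysis; strong numbers were not always called active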
T cell modulator – T cell immune modulation candidate. 2C CD8+ T cell-vesicle binding, flow cytometry; active compounds read low. calls only at 7 µM. actives 0.068% (n = 330,000). AID 2052;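 active = response, share of CD8 T cells binding vesicles, and their 90th percentile fluorescence all below set limits, cut at about 80% in these data, passing the limit was not always enough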
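material = purified 2C TCR transgenic mouse naive CD8+ T cells | controls = Unloaded micro-vesicles (low), QL9 vesicles with 0.7% DMSO (high) | detection = cytometric PE anti-B7-1 and Alexa647 anti-CD8 signals after 1% paraformaldehyde fixation | incubation = binding step 1.5 h, 37 °C, antibody labelling 20 min, ice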
Large T inhibition – TAg ATPase/helicase activity blockers – biochemical (AID 1903); SV40 large T antigen ATPase/helicase inhibition assay; higher % means a stronger effect; one-dose inhibition, % at 20 µM; IC50 in µM for titrated hits; actives 0.39% (n = 310,000); in the data active = a potency from the dose series; also: strong numbers were not always called active
Salmonella PhoP GFP – inhibitors of PhoP regulon expression, primary screen, Salmonella Typhimurium, GFP reporter (AID 1863) | S. Typhimurium PhoP-regulated promoter GFP reporter, 4 h; higher % means a stronger effect | one-dose inhibition, % at 50 µM; IC50 in µM for titrated hits | actives 0.16% (n = 300,000);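 active = inhibition over 29.93%, a cutoff 3 SD above the screen mean, later confirmed by dose response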;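 also: 0% = low Mg2+ inducing control and 100% = high Mg2+ repressing control; strong numbers were not always called active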
T cell modulator vesicle-bound % – also measured in T cell modulator; calls as there; double positive events, %; measured here: CD8+ vesicle-bound cell fraction;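 binding gate set so that unloaded-vesicle control wells show 10% double positive cells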
NTR1 agonist cell count 20 µM – second read-out of NTR1 agonist, no call of its own (marks repeat the call); cell count; measured here: cell count, cytotoxicity flag
Myeloid diff MLP GFP+ MAC1+ % – further read-out of Myeloid diff MLP, marked with its call; GFP+ MAC1+ double positive, %; measured here: differentiation confirmed by MAC1 staining
Active calls of the source: *; [ ] = another dose, or the depositor's remark.

What do the screens show for `CCC(=O)N1c2ccccc2NC2=C(C(=O)CC(c3ccco3)C2)C1c1ccco1` (stereo not given)?
UTI89 phage lysis: 0.0%; Myeloid diff MLP: inactive; RSV CPE inhibition: 2.8%; NTR1 agonist: -0.1; TNAP activators: 1.1; MgcRacGAP inhibition: 7.8%; T cell modulator: inactive; Large T inhibition: 19.4%; Salmonella PhoP GFP: -3.6%; T cell modulator vesicle-bound %: 40.1; NTR1 agonist cell count 20 µM: 61; Myeloid diff MLP GFP+ MAC1+ %: 0.3

What do the screens show for `COc1ccc(N(Cc2cc3ccccc3[nH]c2=O)S(=O)(=O)c2ccc(OC)cc2)cc1`?
UTI89 phage lysis: 0.5%; Myeloid diff MLP: inactive; RSV CPE inhibition: 1.2%; NTR1 agonist: 6.7; MgcRacGAP inhibition: 10.0%; T cell modulator: inactive; Large T inhibition: 4.2%; Salmonella PhoP GFP: -4.7%; T cell modulator vesicle-bound %: 28.6; NTR1 agonist cell count 20 µM: 62; Myeloid diff MLP GFP+ MAC1+ %: 7.4

What do the screens show for `CN(C)CCCNc1ncnc2c1c(-c1ccccc1)cn2-c1ccccc1`?
UTI89 phage lysis: -1.1%; Myeloid diff MLP: inactive; RSV CPE inhibition: -1.9%; NTR1 agonist: 0.7; MgcRacGAP inhibition: -3.0%; T cell modulator: inactive; T cell modulator vesicle-bound %: 23.8; NTR1 agonist cell count 20 µM: 34; Myeloid diff MLP GFP+ MAC1+ %: 3.0

Results for CCc1ccc(Nc2cnn(C34CC5CC(CC(CC(=O)O)(C5)C3)C4)c(=O)c2Cl)cc1 ?
UTI89 phage lysis: -3.0%; Myeloid diff MLP: inactive; RSV CPE inhibition: 1.0%; NTR1 agonist: 0.8; TNAP activators: 1.1; MgcRacGAP inhibition: 4.3%; T cell modulator: inactive; Large T inhibition: 24.8%; Salmonella PhoP GFP: -6.1%; T cell modulator vesicle-bound %: 54.3; NTR1 agonist cell count 20 µM: 42; Myeloid diff MLP GFP+ MAC1+ %: 0.2

How did CC(=O)c1ccc(N2CCN(C(=O)CCCn3c(=O)[nH]c4ccsc4c3=O)CC2)cc1 do in these assays?
UTI89 phage lysis: 0.2%; Myeloid diff MLP: inactive; RSV CPE inhibition: 4.5%; NTR1 agonist: -0.2; MgcRacGAP inhibition: 3.5%; T cell modulator: inactive; Large T inhibition: 7.8%; Salmonella PhoP GFP: -4.3%; T cell modulator vesicle-bound %: 25.5; NTR1 agonist cell count 20 µM: 51; Myeloid diff MLP GFP+ MAC1+ %: 1.7

Results for CSC(=S)N/N=C/c1ccc(Br)cc1 ?
UTI89 phage lysis: -0.3%; Myeloid diff MLP: inactive; RSV CPE inhibition: 0.8%; NTR1 agonist: 1.5; TNAP activators: 1.2; MgcRacGAP inhibition: -1.2%; T cell modulator: inactive; Large T inhibition: 9.4%; Salmonella PhoP GFP: 6.7%; T cell modulator vesicle-bound %: 41.4; NTR1 agonist cell count 20 µM: 88; Myeloid diff MLP GFP+ MAC1+ %: 0.7

What do the screens show for `O=C(NC1CCCCC1)C(c1ccc(F)cc1)N(CCCN1CCOCC1)C(=O)c1ccc(CN2CCOCC2)o1` (stereo not given)?
UTI89 phage lysis: 0.1%; RSV CPE inhibition: -1.8%; NTR1 agonist: 1.5; MgcRacGAP inhibition: 2.9%; T cell modulator: inactive; Large T inhibition: 2.5%; Salmonella PhoP GFP: 3.3%; T cell modulator vesicle-bound %: 38.5; NTR1 agonist cell count 20 µM: 77

How did COc1ccc(S(=O)(=O)N2CCOCC2)cc1NC(=O)CN1CCN(C)CC1 do in these assays?
UTI89 phage lysis: 1.1%[50 µM]; Myeloid diff MLP: inactive; RSV CPE inhibition: -0.8%; NTR1 agonist: 0.2; MgcRacGAP inhibition: 4.4%; T cell modulator: inactive; Large T inhibition: 9.2%; Salmonella PhoP GFP: -5.0%; T cell modulator vesicle-bound %: 31.4; NTR1 agonist cell count 20 µM: 84; Myeloid diff MLP GFP+ MAC1+ %: 0.6

How did Cc1ccccc1CC1SC(N)=NC1=O (stereo not given) do in these assays?
UTI89 phage lysis: 0.3%; Myeloid diff MLP: inactive; RSV CPE inhibition: 0.2%; NTR1 agonist: -0.7; MgcRacGAP inhibition: 8.2%; T cell modulator: inactive; Large T inhibition: 4.7%; Salmonella PhoP GFP: 10.9%; T cell modulator vesicle-bound %: 45.7; NTR1 agonist cell count 20 µM: 59; Myeloid diff MLP GFP+ MAC1+ %: 0.6

What do the screens show for `O=C(c1ccc(S(=O)(=O)Nc2ccccc2F)cc1)N1CCCC1`?
UTI89 phage lysis: 0.9%[50 µM]; Myeloid diff MLP: inactive; NTR1 agonist: 1.1; MgcRacGAP inhibition: 0.7%; NTR1 agonist cell count 20 µM: 53; Myeloid diff MLP GFP+ MAC1+ %: 1.1

Results for O=C(CCC(=O)Nc1ccc(Cl)cc1Cl)NNC(=O)[C@@H]1CCCC[C@@H]1C(=O)O ?
UTI89 phage lysis: 5.6%; Myeloid diff MLP: inactive; RSV CPE inhibition: -0.3%; TNAP activators: 1; MgcRacGAP inhibition: 11.9%; T cell modulator: inactive; Large T inhibition: 4.1%; Salmonella PhoP GFP: 12.5%; T cell modulator vesicle-bound %: 44.5; Myeloid diff MLP GFP+ MAC1+ %: 1.4

What do the screens show for `COc1ccc(/C=C2\N=C3CCCN3C2=O)cc1`?
UTI89 phage lysis: -1.0%[50 µM]; Myeloid diff MLP: inactive; RSV CPE inhibition: 0.2%; NTR1 agonist: -1.4; MgcRacGAP inhibition: 6.9%; T cell modulator: inactive; Large T inhibition: 26.6%; Salmonella PhoP GFP: -0.8%; T cell modulator vesicle-bound %: 16.6; NTR1 agonist cell count 20 µM: 54; Myeloid diff MLP GFP+ MAC1+ %: 0.4

How did Cc1nc(SCC(N)=O)[nH]c(=O)c1Cc1ccc(OC(C)C)cc1 do in these assays?
UTI89 phage lysis: 0.3%; Myeloid diff MLP: inactive; RSV CPE inhibition: 0.3%; NTR1 agonist: 1.0; TNAP activators: 1.1; MgcRacGAP inhibition: 5.8%; T cell modulator: inactive; Large T inhibition: 3.2%; Salmonella PhoP GFP: -10.1%; T cell modulator vesicle-bound %: 32.5; NTR1 agonist cell count 20 µM: 54; Myeloid diff MLP GFP+ MAC1+ %: 0.7

What do the screens show for `NNC(=O)c1ccc(Cl)cc1Cl`?
UTI89 phage lysis: 0.2%; Myeloid diff MLP: inactive; RSV CPE inhibition: 0.2%; NTR1 agonist: -0.6; TNAP activators: 1; MgcRacGAP inhibition: 15.6%; T cell modulator: inactive; Large T inhibition: 13.1%; Salmonella PhoP GFP: -1.6%; T cell modulator vesicle-bound %: 53.5; NTR1 agonist cell count 20 µM: 78; Myeloid diff MLP GFP+ MAC1+ %: 0.1

How did O=C(OCC(=O)N1CCOCC1)c1ccc(O)cc1 do in these assays?
UTI89 phage lysis: 0.6%; Myeloid diff MLP: inactive; RSV CPE inhibition: 0.1%; NTR1 agonist: -0.4; MgcRacGAP inhibition: 1.3%; T cell modulator: inactive; Large T inhibition: 0.7%; Salmonella PhoP GFP: 5.5%; T cell modulator vesicle-bound %: 39.7; NTR1 agonist cell count 20 µM: 56; Myeloid diff MLP GFP+ MAC1+ %: 2.5

Results for COc1ccc(-n2nc(C(=O)NCC(=O)NC3CCCCCC3)c3ccccc3c2=O)c(OC)c1 ?
UTI89 phage lysis: 0.3%; Myeloid diff MLP: inactive; RSV CPE inhibition: 2.1%; NTR1 agonist: 0.7; MgcRacGAP inhibition: 5.0%; T cell modulator: inactive; Large T inhibition: 3.2%; Salmonella PhoP GFP: -8.3%; T cell modulator vesicle-bound %: 26.4; NTR1 agonist cell count 20 µM: 52; Myeloid diff MLP GFP+ MAC1+ %: 0.7

How did NC(=S)c1c(Cl)cc(C(F)(F)F)cc1Cl do in these assays?
UTI89 phage lysis: inactive; Myeloid diff MLP: inactive; RSV CPE inhibition: 2.5%; NTR1 agonist: -0.8; MgcRacGAP inhibition: 12.4%; T cell modulator: inactive; Large T inhibition: 15.2%; Salmonella PhoP GFP: -9.1%; T cell modulator vesicle-bound %: 49.9; NTR1 agonist cell count 20 µM: 47; Myeloid diff MLP GFP+ MAC1+ %: 0.3

Results for Cn1nc(C(F)(F)F)c(-c2ccc(F)cc2)c1NC(=O)CSCC(=O)O ?
UTI89 phage lysis: -1.2%; Myeloid diff MLP: inactive; NTR1 agonist: 0.7; MgcRacGAP inhibition: -5.2%; T cell modulator: inactive; Large T inhibition: -3.6%; Salmonella PhoP GFP: -13.3%; T cell modulator vesicle-bound %: 15.0; NTR1 agonist cell count 20 µM: 48; Myeloid diff MLP GFP+ MAC1+ %: 0.9

What do the screens show for `Cc1cc(C)c(C)c(S(=O)(=O)N2CCC(C(=O)NC3=NCCS3)CC2)c1C`?
UTI89 phage lysis: 0.6%[50 µM]; Myeloid diff MLP: inactive; RSV CPE inhibition: -0.4%; NTR1 agonist: -0.6; MgcRacGAP inhibition: 2.4%; T cell modulator: inactive; T cell modulator vesicle-bound %: 32.0; NTR1 agonist cell count 20 µM: 54; Myeloid diff MLP GFP+ MAC1+ %: 0.4

What do the screens show for `CC(C)N=C1NN=C(c2cccs2)C(CC(=O)O)S1` (stereo not given)?
UTI89 phage lysis: 3.3%; Myeloid diff MLP: inactive; RSV CPE inhibition: 0.7%; NTR1 agonist: 2.2; MgcRacGAP inhibition: 3.1%; T cell modulator: inactive; Large T inhibition: 18.1%; Salmonella PhoP GFP: -16.3%; T cell modulator vesicle-bound %: 36.7; NTR1 agonist cell count 20 µM: 62; Myeloid diff MLP GFP+ MAC1+ %: 0.1

Results for CCc1ccccc1NC(=O)C1CCN(S(C)(=O)=O)CC1 ?
Myeloid diff MLP: active; RSV CPE inhibition: -0.1%; NTR1 agonist: -1.6; T cell modulator: inactive; Large T inhibition: 2.8%; T cell modulator vesicle-bound %: 6.3; NTR1 agonist cell count 20 µM: 35; Myeloid diff MLP GFP+ MAC1+ %: 2.3*

Screens (PubChem)
